Screening data (PubChem)
zfTRPN1 agonist – zebrafish TRPN1 channel agonists, primary screen, cell-based, HEK293, calcium fluorescence. transient receptor potential cation channel N1 (TRPN1/NompC), Danio rerio. HEK293 zebrafish TRPN1-YFP, Fluo-8 calcium fluorescence; 100% = response to 87 µM carbachol. activation, % at 3 µM. hit rate 0.18% among 220,000;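 active = activation above its plate's cutoff, the mean activation of test wells on that plate plus 3 SD, cut at about 19% in these data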;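 note: 0% = DMSO alone and 100% = 87 µM carbachol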
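Material – zebrafish TRPN1-YFP in HEK293 cells · Doses – 3 µM single point · Schedule – dye 1 h 37 °C plus 30 min RT · Signal – Fluo-8 calcium fluorescence, excitation 470-495 nm, emission 515-575 nm · Read-out – % activation versus carbachol response · Control set – carbachol high, DMSO low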
Runt-SMMHC FRET – inhibitors of RUNX1 Runt–CBFb-SMMHC binding, primary screen, biochemical, FRET, Cerulean-Runt, Venus-CBFb-SMMHC, uHTS; Runt-related transcription factor 1 (Homo sapiens) + Core-binding factor subunit beta …; Cerulean-Runt/Venus-CBFb-SMMHC FRET ratio 530/480, 1 h; inhibition, % at 20 µM; hit rate 0.74% among 220,000; AID 1434, 2008;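 active = mean inhibition across duplicate retests at 20 µM reaching about 50%, limit read from the data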;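 note: 0% = DMSO wells and 100% = wells with excess untagged CBFb-SMMHC; inhibitors lower the FRET ratio by blocking Runt binding to CBFb-SMMHC; some results filed as inactive read as strong as hits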
TNF death inh – inhibitors of TNF-alpha triggered necroptosis, primary screen, cell-based, Jurkat FADD-/-, single concentration | activation (protection from cell death), % at 10 µM | AID 463075, 2010 | hit rate 0.068% among 220,000 | Jurkat FADD-/- TNF necroptosis rescue, ATP luminescence, 24 h; 0 = TNF only, 100 = no-TNF cells;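 active = activation, meaning protection from cell death, of at least 50% relative to plate controls; inactive = activation below 50%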;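 note: necroptosis triggered by 40 ng/mL TNF-alpha added together with compound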
CHOP inhibitor – inhibitors of CHOP promoter induction, primary screen, cell-based, unfolded protein response, luciferase reporter; inhibition, % at 10 µM; AID 2732, 2010; CHO-K1 CHOP-promoter luciferase, tunicamycin-induced, 15-18 h; hit rate 3.8% among 220,000;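 active = compounds that reduced the stress-induced luciferase reporter signal by more than about 70% of percent inhibition, limit read from the data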;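 note: 0% = tunicamycin plus vehicle and 100% = wells without tunicamycin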
TRPML3 ag – human TRPML3 channel agonists, primary screen, cell-based, HEK293 TRPML3-YFP, Fluo-8 calcium fluorescence, 3 µM; hit rate 0.29% among 220,000; AID 1448, 2008; Mucolipin-3 (Homo sapiens), Q8TDD5; activation, % at 3 µM; 100% = the carbachol control signal;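 active = activation above its plate's cutoff, the mean activation of the plate's test wells plus 3 SD, cut at about 12% in these data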;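 note: 0% = DMSO only wells and 100% = carbachol wells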
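system = HEK293 cells stably carrying human TRPML3-YFP | doses = one concentration, 3 µM nominal, 0.3% DMSO | timing = dye loading 1 h 37 °C then 30 min ambient, 125 s read | detection = Fluo-8 calcium dye fluorescence, ex 470-495, em 515-575 nm | benchmarks = high control carbachol 87 µM, low control DMSO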
Mdm2 ligase inh – MDM2-luciferase reporter signal enhancers, primary screen, MDM2 E3 ligase inhibitor project, cell-based, luminescence, 1536-well; signal enhancement, % at 5 µM; hit rate 0.11% among 210,000; cell-based MDM2 ubiquitination luciferase reporter, 2 h; 0 = plate control, 100 = twice control, blank-subtracted; E3 ubiquitin-protein ligase Mdm2 (Homo sapiens), Q00987;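 active = signal enhancement of 30% or more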;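 note: luminescence tracks abundance of the self-degrading MDM2-luciferase fusion protein; higher signal means inhibition of MDM2 E3 ligase activity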
Target sequence (Q00987 whole entry, looked up, the tested form may be a part): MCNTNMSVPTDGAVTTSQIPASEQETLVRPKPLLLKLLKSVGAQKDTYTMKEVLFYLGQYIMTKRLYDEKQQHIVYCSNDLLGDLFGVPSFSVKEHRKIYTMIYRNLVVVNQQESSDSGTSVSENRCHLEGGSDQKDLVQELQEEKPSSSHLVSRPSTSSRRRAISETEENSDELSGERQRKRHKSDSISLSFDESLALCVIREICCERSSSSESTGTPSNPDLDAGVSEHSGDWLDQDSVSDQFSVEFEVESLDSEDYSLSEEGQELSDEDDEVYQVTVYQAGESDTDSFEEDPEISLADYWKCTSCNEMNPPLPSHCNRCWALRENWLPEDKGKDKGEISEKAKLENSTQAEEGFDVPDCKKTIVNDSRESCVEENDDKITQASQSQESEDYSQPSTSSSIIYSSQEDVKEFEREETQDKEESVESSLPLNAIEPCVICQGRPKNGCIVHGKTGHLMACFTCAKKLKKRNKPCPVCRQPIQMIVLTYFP
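Material: Stable MDM2–luciferase fusion reporter cells | Amount: 2000 cells seeded into each well | Dosing: One concentration, 5 µM, with 0.2% DMSO | Incubation: 4 h cell settling then 2 h compound exposure, 37 °C | Measured by: Luciferase luminescence | Read-out basis: % enhancement relative to plate controls after blank subtraction | Benchmarks: Control and blank well means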
EBV gp42 inh – Epstein-Barr virus gp42 inhibitors, primary screen, biochemical, uHTS, fluorescence polarization | Fluorescence polarization binding assay, mP read-out | inhibition, % (tested at 21.74 µM) | hit rate 0.42% among 220,000; in the data active = inhibition above about 50%
p47phox inh – p47phox/p22phox peptide binding inhibitors, primary screen, biochemical, uHTS, NADPH oxidase regulatory subunit; Neutrophil cytosol factor 1 (Homo sapiens), P14598; fluorescence polarization, 2 h; inhibition, % at 24.7 µM; hit rate 0.53% among 220,000;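 active = inhibition above about 30%, limit read from the data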;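 note: 0% = p47phox with labelled peptide and 100% = labelled peptide alone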
Target sequence (P14598 whole entry, looked up): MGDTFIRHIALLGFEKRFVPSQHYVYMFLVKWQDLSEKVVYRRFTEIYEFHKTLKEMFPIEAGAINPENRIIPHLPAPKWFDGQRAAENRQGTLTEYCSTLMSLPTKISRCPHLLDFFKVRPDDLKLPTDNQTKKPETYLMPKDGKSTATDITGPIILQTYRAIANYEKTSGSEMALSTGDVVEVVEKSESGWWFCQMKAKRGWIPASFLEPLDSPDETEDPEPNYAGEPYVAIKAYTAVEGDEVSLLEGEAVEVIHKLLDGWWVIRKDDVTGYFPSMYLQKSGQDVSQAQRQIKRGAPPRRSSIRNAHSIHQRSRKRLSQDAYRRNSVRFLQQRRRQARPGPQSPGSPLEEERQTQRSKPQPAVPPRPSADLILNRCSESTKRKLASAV
PPC-1+TRAIL kill – compounds killing PPC-1 cancer cells with TRAIL present, primary screen, TRAIL potentiator project, ATPLite luminescence, uHTS; hit rate 0.41% among 220,000; PPC-1 cells + TRAIL, ATPLite viability luminescence; cell killing (% activity), % at 4 µM; AID 1443, 2008;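 active = cell killing above 50% in the first pass at 4 µM, then a duplicate retest at 5 µM averaging 50% or more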;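 note: plate controls were cells with TRAIL plus DMSO for no effect and medium-only wells lacking cells for full effect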
* marks the source's active call; other numbers are inactive results; nt = not tested or not shown.

compound,zfTRPN1 agonist,Runt-SMMHC FRET,TNF death inh,CHOP inhibitor,TRPML3 ag,Mdm2 ligase inh,EBV gp42 inh,p47phox inh,PPC-1+TRAIL kill
O=C(O)CCNC(=O)/C(=C/C=C/c1ccccc1)NC(=O)c1ccccc1,0.1,-1,1.6,74*,1.0,-18,-12,-9,4
CCc1ccc(Nc2ncc3c(n2)CC(c2ccc(OC)cc2)CC3=O)cc1 (configuration not stated),0.9,-1,-1.5,50,1.4,-4,-14,-6,9
Cc1ccc(S(=O)(=O)n2c([N+](=O)[O-])cnc2C)c(C)c1C,0.3,1,0.9,-8,0.8,2,12,-8,16
CCc1ccc(Nc2ccc(S(=O)(=O)N3CCOCC3)cc2[N+](=O)[O-])cc1,0.4,-1,2.2,15,0.2,-12,-20,-10,8
CCC(=O)NCCCNc1nc2c(C)cccc2cc1C#N,-0.5,34,0.6,26,-0.1,0,-6,-6,15
CCCC(=O)Nc1ccc(C(=O)NNC(=S)NC(=O)c2cccs2)cc1,-1.9,-2,-2.6,17,-1.2,-7,-18,-10,25
CCOC(=O)c1ccc(NNC(C)=O)c([N+](=O)[O-])c1,-0.4,-2,0.0,-9,0.5,-37,1,3,0
Cc1ccc(C(C)C)c(OC(=O)/C=C/c2ccccc2)c1,0.0,-5,-6.3,34,-0.7,-10,-13,-5,19
O=C(CN1CC(c2ccccc2)CC1=O)Nc1ccc2c(c1)OCO2 (configuration not stated),-1.4,1,1.1,-1,-0.1,nt,-6,4,7
C/C(=N\Nc1nc(C)cc(C)n1)c1ccc(C)o1,-0.3,-6,2.1,0,-0.5,1,-24,-8,23
COc1cc(C(C(=O)NC(C)(C)C)N(Cc2ccc3c(c2)OCO3)C(=O)c2cnccn2)cc(OC)c1OC (configuration not stated),-0.6,1,-1.0,-13,0.8,-24,-14,6,37
C=CCOc1c(Cl)cc(CNc2ccc(C)c(Cl)c2)cc1OC,0.5,-5,-18,21,0.0,-15,-1,2,16
Cc1ccc(-c2nnc(N3CCOCC3)c3ccccc23)cc1S(=O)(=O)NCC1CCCO1 (configuration not stated),2.0,-2,-1.3,10,0.4,-6,-21,-7,9
CC12CCC(C(=O)N(NC(=O)c3ccccc3O)C1=O)C2(C)C (configuration not stated),-0.6,2,-2.1,-14,-0.6,0,-2,-9,6
CC(=O)Nc1cc(C(=O)N2CCc3ccccc3C2)ccc1Sc1ccc(Cl)cc1,-0.4,-2,-0.2,47,-0.2,-13,-3,-2,-8
Clc1ncc(Cn2cccn2)s1,0.1,-4,2.7,15,1.3,-20,0,2,-4
COC(=O)Cn1cnc2c(nnn2-c2ccc(C)cc2)c1=O,0.2,0,-1.9,0,0.1,-13,-10,0,9
N#C/C(=C\c1c(N2CCOCC2)nc2ccccn2c1=O)C(=O)NC1CCS(=O)(=O)C1 (configuration not stated),3.0,82*,0.3,-11,0.9,-12,-12,-12,20
CCCCCn1c(SCC(=O)OCC)nc2cc(C(=O)NCc3ccco3)ccc2c1=O,0.0,-4,2.2,73*,-0.8,-8,-3,-1,6
CSc1ccc(CN2CCCC(CO)(Cc3ccccc3)C2)cc1 (configuration not stated),2.4,3,2.0,15,0.9,-17,-27,-15,16
O=C(c1cccc2c1-c1ccccc1C2)N1CCCCC1,-1.3,0,3.3,-7,0.0,3,-14,-7,-1
CCn1c(SCC(=O)c2c[nH]c3ccccc23)nc2cc(S(=O)(=O)N3CCOCC3)ccc21,1.0,-8,2.3,34,-0.1,-4,-4,-9,-12
CN(C)c1cccc(C(=O)OCc2cc(=O)oc3cc(O)ccc23)c1,-0.1,81*,-1.6,90*,0.6,-19,52*,-19,-2
Cc1cc(/C=C2/NC(=O)N(Cc3ccccc3F)C2=O)c(C)n1-c1ccccn1,-0.2,2,1.0,20,0.2,9,4,-5,6
N#C/C(=N\Nc1ccccc1)C(=N)N1CCOCC1,3.9,3,1.2,9,0.8,nt,-2,-6,11
Cc1nnc(SCC(=O)N2CCN(c3ccccc3)CC2)n1-c1ccccc1,1.5,4,-0.5,30,0.0,5,-17,-9,2
Cc1ccc(NC(=O)CCSc2nnc(-c3ccco3)o2)cc1,0.0,-9,1.0,32,-0.3,-14,-5,-14,1
C/C(=N/OCO/N=C(/C)c1ccc(F)cc1)c1ccc(F)cc1,-0.3,-1,-0.4,-8,0.4,-7,0,-1,12
CCn1nc(C)cc1C(=O)Sc1cccc(Cl)c1,-1.4,0,-17,-34,0.8,-18,-9,-8,5
S=C1c2ccccc2CN1c1ccccc1,-2.1,0,-0.2,32,-0.8,-3,-6,-6,13

Brought forward from above: two compounds, followed by the next part.
compound,zfTRPN1 agonist,Runt-SMMHC FRET,TNF death inh,CHOP inhibitor,TRPML3 ag,Mdm2 ligase inh,EBV gp42 inh,p47phox inh,PPC-1+TRAIL kill
CCn1nc(C)cc1C(=O)Sc1cccc(Cl)c1,-1.4,0,-17,-34,0.8,-18,-9,-8,5
S=C1c2ccccc2CN1c1ccccc1,-2.1,0,-0.2,32,-0.8,-3,-6,-6,13
COc1ccc2cc(C(c3nnnn3Cc3ccccc3)N3CCCCCC3)c(=O)[nH]c2c1 (configuration not stated),1.6,6,-1.1,nt,0.9,nt,nt,nt,10
Cc1ccc(-c2nc3ccccc3s2)cc1NC(=O)c1ccc2c(c1)OCO2,1.3,2,-5.2,20,0.1,-32,-21,7,14
CCNC(=O)c1ccccc1-c1nc(-c2ccccc2)no1,1.3,2,-1.8,-18,1.0,-10,9,13,2
O=C(Cn1cnc2c(nnn2Cc2ccc(F)cc2)c1=O)Nc1ccccc1,-0.1,3,0.6,13,0.2,nt,-5,-8,12
C=CCNC(=S)NNC(=O)c1cc(C)nc2ccccc12,1.0,3,0.1,49,0.6,-13,-21,-11,-7
COc1cccc(NC(=O)CSc2nnc(-c3cccs3)n2C)c1,0.3,-3,-1.0,-28,-0.3,-19,-9,-9,-12
CC1(C)Cc2c(c(N3CCOCC3)nc3sc(-c4ccc(C(=O)O)o4)c(N)c23)CO1,0.3,7,-0.2,-20,-0.3,-10,-9,-16,24
O=C(Nc1ccc(Cl)cc1)N1CCSC1=NCc1ccccc1,2.5,0,5.0,15,1.6,-8,4,-46,-3
CC1=C(C(=O)OCC2CCCO2)C(c2coc3ccc(C)cc3c2=O)C2=C(CCCC2=O)N1 (configuration not stated),0.2,-46,0.2,6,0.6,-8,-21,-10,-6
O=C(COC(=O)Cc1ccccc1F)Nc1ccc2c(c1)OCO2,-1.2,0,0.2,10,0.5,-3,2,10,22
Cc1ccc(S(=O)(=O)N(C)C)cc1NC(=O)c1sccc1Cl,-1.4,-2,0.1,20,0.4,-7,-2,-16,-9
C#CCOc1c(Cl)cc(/C=N/NC(N)=S)cc1OCC,-2.0,-5,-3.3,-20,-0.4,10,-9,-28,-1
Cc1cc(C)n(Cc2ccc(NC(=O)c3c([N+](=O)[O-])c(C)nn3C)cc2)n1,1.6,-8,0.5,36,0.9,-47,-15,-3,20
COc1ccc(C2OCC3(CO2)SC(=O)NC3=O)cc1OC (configuration not stated),0.1,3,-0.4,-3,1.0,-11,6,-5,-9
CN(C)CCN(C(=O)c1ccc(N2C(=O)CCC2=O)cc1)c1nc2cc3c(cc2s1)OCCO3,-0.5,0,0.5,-7,-0.2,-11,-4,nt,-5

Entries listed above marked active in EBV gp42 inh.
SMILES	Runt-SMMHC FRET	CHOP inhibitor	TRPML3 ag	EBV gp42 inh	p47phox inh
CN(C)c1cccc(C(=O)OCc2cc(=O)oc3cc(O)ccc23)c1	81*	90*	0.6	52*	-19

Additional results follow.
compound,zfTRPN1 agonist,Runt-SMMHC FRET,TNF death inh,CHOP inhibitor,TRPML3 ag,Mdm2 ligase inh,EBV gp42 inh,p47phox inh,PPC-1+TRAIL kill
CC(C)[C@H](NC(=O)C1CCCC1)c1nc2ccccc2[nH]1,-0.9,2,0.2,18,0.3,-5,-8,-4,-13
CC(C)C(=O)NC(Nc1ccccc1F)C(Cl)(Cl)Cl (configuration not stated),-1.2,1,-3.4,28,-0.9,-7,-6,-7,4
O=C(c1ccc2c(c1)OCCO2)N1CCN(Cc2ccccc2)CC1,0.7,-2,-0.5,-3,0.4,14,3,-9,11
NS(=O)(=O)c1cccc(NS(=O)(=O)c2ccc(/C=C/C(=O)OCC(=O)c3ccccc3)cc2)c1,-0.2,1,0.5,7,-0.4,-13,3,-44,-9
COc1ccc(N2CCN(C(=O)c3c(-c4ccccc4)noc3C)CC2)cc1,1.9,0,-1.8,2,0.6,-4,-10,2,2
Cc1cc([N+](=O)[O-])cnc1NC(C)c1ccccc1 (configuration not stated),-0.3,-4,1.8,42,-0.1,-21,-19,7,27
O=C(c1cc(-c2ccccc2O)on1)N1CCCC1,-0.4,2,-1.4,-7,-0.8,-15,-15,-21,-8
N/C(=N\OC(=O)Oc1ccccc1)c1ccc(Cl)cc1,-0.9,-2,-0.1,0,0.2,4,0,13,-16

Pulled one by one from the list above (3):
compound,zfTRPN1 agonist,Runt-SMMHC FRET,TNF death inh,CHOP inhibitor,TRPML3 ag,Mdm2 ligase inh,EBV gp42 inh,p47phox inh,PPC-1+TRAIL kill
O=C(c1ccc2c(c1)OCCO2)N1CCN(Cc2ccccc2)CC1,0.7,-2,-0.5,-3,0.4,14,3,-9,11
CC(C)C(=O)NC(Nc1ccccc1F)C(Cl)(Cl)Cl (configuration not stated),-1.2,1,-3.4,28,-0.9,-7,-6,-7,4
O=C(c1cc(-c2ccccc2O)on1)N1CCCC1,-0.4,2,-1.4,-7,-0.8,-15,-15,-21,-8
